SENP6 block = inhibitors of human SENP6 protease. Q9GZR1. AID 2599. inhibition, % at 10 µM. Recombinant SENP6 catalytic domain, aminoluciferin luminescence. hit rate 1.8% among 330,000;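 active = inhibition above about 50% at the single tested dose, limit read from the data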;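 also: plate controls were DMSO wells with enzyme for no effect and DMSO wells lacking enzyme for full effect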
Target sequence (Q9GZR1 628-1112 limits assumed): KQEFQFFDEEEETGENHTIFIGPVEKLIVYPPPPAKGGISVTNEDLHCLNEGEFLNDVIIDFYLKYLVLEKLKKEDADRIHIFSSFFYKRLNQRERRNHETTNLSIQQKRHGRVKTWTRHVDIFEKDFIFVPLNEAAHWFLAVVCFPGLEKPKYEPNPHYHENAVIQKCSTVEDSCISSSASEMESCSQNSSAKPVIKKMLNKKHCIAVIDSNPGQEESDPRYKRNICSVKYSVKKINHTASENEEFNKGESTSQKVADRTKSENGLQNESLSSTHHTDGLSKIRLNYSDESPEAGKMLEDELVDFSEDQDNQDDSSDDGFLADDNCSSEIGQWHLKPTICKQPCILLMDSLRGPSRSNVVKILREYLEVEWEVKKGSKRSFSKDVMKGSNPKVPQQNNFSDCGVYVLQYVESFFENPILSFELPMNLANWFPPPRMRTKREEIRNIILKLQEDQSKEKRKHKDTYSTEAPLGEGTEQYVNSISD
SENP7 inh = SENP7 protease inhibition | Q9BQF6 | recombinant SENP7, Z-RLRGG-aminoluciferin luminescence, 40 min | inhibition, % at 5 µM | hit rate 1.5% among 330,000 | AID 434973;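 active = inhibition above about 50% at the single test dose, limit read from the data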;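 also: plate controls were DMSO with enzyme for no effect and no enzyme buffer wells for full effect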
Apaf1 inhib = inhibitors of human Apaf-1 apoptosome; inhibition, % at 20 µM; AID 489030; reconstituted apoptosome caspase-3 activity, DEVD-Rh110 fluorescence; hit rate 0.71% among 330,000; O14727; active = inhibition of at least 40% at 20 µM;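 also: plate controls were DMSO wells for no effect and DEVD-CHO caspase inhibitor wells for full effect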
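Material: reconstituted apoptosome with Apaf-1, cytochrome c, caspase-9, procaspase-3, dATP. Technique: Rh110 fluorescence intensity. Buffer or medium: pH 7.5 Hepes buffer with CHAPS, BSA, DTT. Times: 30 min plus 50 min, RT.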
SENP8 block-1 = blocks human SENP8 cleavage of Nedd8 substrate | Q96LD8 | recombinant SENP8, Nedd8 substrate fluorescence | inhibition, % at 20 µM | hit rate 0.64% among 360,000 | AID 602440; in the data active = inhibition mostly above about 40%, no sharp cut-off; inactive = mostly below about 27%
SENP8 block-2 = SENP8 protease inhibition | Q96LD8 | purified SENP8, Z-RLRGG-aminoluciferin cleavage, luminescence | inhibition, % at 10 µM | hit rate 1.2% among 330,000 | AID 2540; in the data active = inhibition above about 50%
SENP1 FRET inh = inhibitors of human SENP1 SUMO protease catalytic domain; Q9P0U3; recombinant SENP1 catalytic domain, CyPet-SUMO1-YPet FRET cleavage; inhibition, % at 10 µM; hit rate 0.21% among 360,000; AID 624204;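 active = inhibition at least 30% at 10 µM, raw YFP signal under a set limit, fluorescence ratio 0.5 to 1.5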;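 also: 0% = enzyme with DMSO and 100% = no enzyme wells; some results filed as inactive read as strong as hits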
Target sequence (Q9P0U3 419-644 limits assumed): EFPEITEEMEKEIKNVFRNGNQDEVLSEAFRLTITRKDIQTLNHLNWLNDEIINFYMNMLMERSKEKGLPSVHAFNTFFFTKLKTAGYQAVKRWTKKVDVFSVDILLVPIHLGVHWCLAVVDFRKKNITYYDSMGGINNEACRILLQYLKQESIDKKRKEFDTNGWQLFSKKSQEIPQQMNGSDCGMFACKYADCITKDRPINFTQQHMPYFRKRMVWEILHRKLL
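Test system: hSENP1 catalytic domain, recombinant; Amount: 20 pM final SENP1 enzyme; Medium: Tris pH 8 buffer plus EDTA, NaCl, BME, BSA, NP40, catalase; Schedule: 50 min enzyme reaction, room temperature, light-protected; Technique: FRET fluorescence in CFP and YFP emission channels; Controls: no-enzyme wells low, DMSO-plus-enzyme wells high control.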
A3G deaminase = inhibitors of human APOBEC3G DNA deaminase; inhibition, % at 20 µM; Q9HC16; recombinant A3G, ssDNA deamination FAM/TAMRA fluorescence; hit rate 0.28% among 330,000; AID 493012;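 active = inhibition of at least 40% at 20 µM, with no more than 30% in the related APOBEC3A deaminase screen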;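 also: plate controls were DMSO wells with A3G for no effect and wells lacking A3G enzyme for full effect; some compounds called inactive have numbers as strong as hits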
Target sequence (Q9HC16 whole entry, looked up): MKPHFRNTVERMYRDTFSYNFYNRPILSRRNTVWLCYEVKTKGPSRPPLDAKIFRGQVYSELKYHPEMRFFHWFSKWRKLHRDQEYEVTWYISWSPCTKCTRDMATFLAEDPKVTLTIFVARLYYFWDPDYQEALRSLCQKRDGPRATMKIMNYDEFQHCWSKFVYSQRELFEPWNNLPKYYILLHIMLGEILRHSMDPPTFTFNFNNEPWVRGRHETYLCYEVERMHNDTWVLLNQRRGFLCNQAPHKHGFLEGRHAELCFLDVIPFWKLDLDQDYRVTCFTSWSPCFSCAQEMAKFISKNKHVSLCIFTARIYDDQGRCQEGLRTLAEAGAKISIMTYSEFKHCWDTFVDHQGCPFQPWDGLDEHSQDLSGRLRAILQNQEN
UBC13 inh = human UBC13 polyubiquitination inhibition; AID 485273; inhibition, % at 20 µM; hit rate 0.47% among 330,000; UBC13 polyubiquitin chain formation, TR-FRET; P61088; in the data active = inhibition above about 45%, passing the limit was not always enough
* hit, by the source's call; x = not tested or not shown.

SMILES	SENP6 block	SENP7 inh	Apaf1 inhib	SENP8 block-1	SENP8 block-2	SENP1 FRET inh	A3G deaminase	UBC13 inh
COc1cc(C(=O)NCc2ccc3[nH]c(C)cc3c2)cc(OC)c1OC	-8	5	-5	-23	2	-31	2	-3
CN1C(=O)C(C)(C)c2cc(S(=O)(=O)N3CCCC(C(=O)NCc4ccc(Cl)cc4)C3)ccc21 (stereo not drawn)	4	-2	11	20	3	2	-1	9
COc1ccc(NC(=S)N2CCNC(=O)C2CC(=O)Nc2ccc(C)cc2)cc1 (stereo not drawn)	3	13	2	5	1	0	-9	-1
CCc1ccccc1OCC(=O)OCC(=O)N1CC(=O)Nc2ccccc21	19	2	11	10	-1	5	-11	8
Cc1ccc(NC(=O)Nc2c(C)n(C)n(-c3ccccc3)c2=O)cc1C	-14	-5	-8	5	9	1	-4	-1
Cc1ccc2c(=O)cc(C(=O)NCCc3ccc(S(N)(=O)=O)cc3)oc2c1	-8	-5	1	8	-10	2	1	0
COc1ccc(C(=O)C[n+]2cccc3cc(C)ccc32)cc1	-19	-19	2	-19	-9	13	2	-8
COc1ccc(C(=O)NCC(=O)N2CCC(Cc3ccccc3)CC2)cc1OC	-7	-1	11	2	-6	2	-7	3
COCCCNc1nc2c(-c3ccc(C)cc3)nnn2c2ccccc12	1	-13	10	-320	-6	-37	1	20
Cc1nnc(SCC(=O)Nc2ccc3c(c2)COC3=O)n1-c1ccccc1	-13	1	-9	-16	2	-5	-1	4
CCCCc1sc(-c2c(C#N)c(N)nc3c2CCCCC3)cc1[N+](=O)[O-]	-18	4	19	7	1	-1	-3	-6
Oc1ccc(C2C[C@H]3CC[C@@H]2C3)cc1O (stereo partly drawn)	-30	4	20	34	25	-1	6	12
Cc1ccc(CNC(=O)C2CCCN(S(=O)(=O)c3c(C)noc3/C=C/N(C)C)C2)cc1 (stereo not drawn)	12	10	-7	28	-5	3	-4	-7
CC(C)NC(C(=O)Nc1cc(Cl)cc(Cl)c1)c1ccccc1 (stereo not drawn)	4	-41	10	21	4	2	-1	10
N#CCCN(C(=O)CSc1ccc2c(c1)OCCO2)c1ccc(F)cc1	-8	-5	15	23	3	-2	7	-2

Shown field by field: part of the list above
> COCCCNc1nc2c(-c3ccc(C)cc3)nnn2c2ccccc12
- SENP6 block = 1
- SENP7 inh = -13
- Apaf1 inhib = 10
- SENP8 block-1 = -320
- SENP8 block-2 = -6
- SENP1 FRET inh = -37
- A3G deaminase = 1
- UBC13 inh = 20

> Cc1nnc(SCC(=O)Nc2ccc3c(c2)COC3=O)n1-c1ccccc1
- SENP6 block = -13
- SENP7 inh = 1
- Apaf1 inhib = -9
- SENP8 block-1 = -16
- SENP8 block-2 = 2
- SENP1 FRET inh = -5
- A3G deaminase = -1
- UBC13 inh = 4

> CCCCc1sc(-c2c(C#N)c(N)nc3c2CCCCC3)cc1[N+](=O)[O-]
- SENP6 block = -18
- SENP7 inh = 4
- Apaf1 inhib = 19
- SENP8 block-1 = 7
- SENP8 block-2 = 1
- SENP1 FRET inh = -1
- A3G deaminase = -3
- UBC13 inh = -6

> Oc1ccc(C2C[C@H]3CC[C@@H]2C3)cc1O (stereo partly drawn)
- SENP6 block = -30
- SENP7 inh = 4
- Apaf1 inhib = 20
- SENP8 block-1 = 34
- SENP8 block-2 = 25
- SENP1 FRET inh = -1
- A3G deaminase = 6
- UBC13 inh = 12

The list goes on.
SMILES	SENP6 block	SENP7 inh	Apaf1 inhib	SENP8 block-1	SENP8 block-2	SENP1 FRET inh	A3G deaminase	UBC13 inh
Cc1ccc(C)c(NC(=O)c2c(Cl)nc3ccccn23)c1	2	10	11	9	4	0	0	0
CCNC(=O)CCSc1nc2cc(Cl)ccc2o1	-12	1	-4	24	-9	4	0	2
O=C(NCCNS(=O)(=O)c1ccccc1)N1CCOCC1	-32	0	-15	17	1	0	-3	5
CCOc1cccc2sc(N(CCN(C)C)C(=O)c3ccc4c(c3)OCCO4)nc12	7	-4	16	-1	1	1	1	0
CSc1nnc2ccc(-c3ccc(C)cc3)nn12	-11	-16	9	-253	-14	-3	-4	4
c1csc(-c2nn3c(Cn4cnc5ccccc54)nnc3s2)c1	6	3	0	-16	-1	2	53*	-1
CN(CC1CCCO1)S(=O)(=O)c1ccc(C(=O)Nc2nnc(-c3ccccc3)o2)cc1 (stereo not drawn)	-9	-14	8	5	-4	-1	-4	-1
COc1ccc(S(=O)(=O)N2CCC(C(=O)N[C@H](C(=O)NC3CCCC3)C(C)C)CC2)cc1	1	1	-2	15	1	2	-7	-1
CS(=O)(=O)Nc1nc2n(n1)C(c1ccccc1)CC(c1ccccc1)N2 (stereo not drawn)	8	2	-21	6	4	1	-6	-4
COc1cc(C(C)=O)ccc1OCC(=O)OCCCOC(=O)COc1ccc(C(C)=O)cc1OC	-3	-6	7	10	3	-1	-5	5
O=C(Nc1ccc(CN2CCOCC2)cc1)c1ccc(Cl)cc1	-8	-1	-4	21	4	0	-3	3
COc1ccc(CC(=O)N/N=C/c2ccc(-c3ccc(F)cc3)o2)cc1OC	-9	4	23	-167	9	0	6	-8
Nc1nc2ccc(Cc3ccncc3)cc2s1	5	-1	-1	16	3	0	-8	10
CCCCCCN=CC1=C(O)CC(C)(C)CC1=O	-16	-2	2	19	0	0	1	-8
COC(=O)c1cc(NS(=O)(=O)c2cccc(Cl)c2)ccc1N1CCOCC1	-14	4	7	-8	8	3	8	1
O=C(CN1CCN(S(=O)(=O)N2CCCCC2)CC1)Nc1ccc(Cl)c(Cl)c1	-7	12	19	11	-2	3	-8	9
Cn1c(=O)c2c(nc(CN3CCN(C(=O)c4ccco4)CC3)n2Cc2cccc(Cl)c2)n(C)c1=O	-9	-3	-5	-2	-4	0	-5	9
O=C(NCCc1c[nH]c2ccccc12)N[C@@H](Cc1ccccc1)C(=O)O	-24	-1	-2	25	-1	0	-3	3
CC1(c2ccc([N+](=O)[O-])cc2)Nc2ccccc2S1 (stereo not drawn)	10	-2	15	12	13	5	-5	-8
Cn1c(=O)oc2cc(S(=O)(=O)N3CCCC(C(=O)Nc4nccs4)C3)ccc21 (stereo not drawn)	1	6	1	13	10	0	-7	-1
COc1cc(CC(=O)OCC(=O)N2CC(=O)Nc3ccccc32)cc(OC)c1OC	-8	-6	-19	4	6	0	-10	10
CCC(C)C(NC(=O)OC(C)(C)C)C(=O)NC(C(=O)NC(C)C(N)=O)C(C)C (stereo not drawn)	-22	-5	-6	13	-2	5	-1	-7
COCC(C)n1c(SCC(=O)NCCC2=CCCCC2)nc2ccccc2c1=O (stereo not drawn)	-7	1	7	19	-1	1	-4	4
Cc1cc(C(=O)CSc2nc(N)cc(=O)[nH]2)c(C)n1CC1CCCO1 (stereo not drawn)	-4	-2	4	-1	-10	-5	6	-3
O=C1CNC(=O)/C(=C/c2ccco2)N1	-8	2	-1	13	-4	2	-5	-7
O=C1CCc2cc(S(=O)(=O)Nc3ccc(F)cc3)cc3c2N1CC3	-6	9	5	2	3	2	-4	-3
CSc1nncn1/N=C/c1ccccc1F	7	6	7	6	-5	0	1	-10
COc1ccc(N2CCN(C(=O)c3ccc(Br)o3)CC2)cc1	-8	1	-1	7	-4	0	-5	5
COc1ccc2c(c1)CCCN2C(N)=O	4	21	-5	-3	-2	-1	0	-8
O=C(NCCCN1CCOCC1)c1cc(C(=O)C2CC2)c[nH]1	7	3	-6	22	-1	0	0	0

Record cards, as listed above.
COCCCNc1nc2c(-c3ccc(C)cc3)nnn2c2ccccc12 in the list: SENP6 block = 1; SENP7 inh = -13; Apaf1 inhib = 10; SENP8 block-1 = -320; SENP8 block-2 = -6; SENP1 FRET inh = -37; A3G deaminase = 1; UBC13 inh = 20
CCNC(=O)CCSc1nc2cc(Cl)ccc2o1 in the list: SENP6 block = -12; SENP7 inh = 1; Apaf1 inhib = -4; SENP8 block-1 = 24; SENP8 block-2 = -9; SENP1 FRET inh = 4; A3G deaminase = 0; UBC13 inh = 2

(continued)
SMILES	SENP6 block	SENP7 inh	Apaf1 inhib	SENP8 block-1	SENP8 block-2	SENP1 FRET inh	A3G deaminase	UBC13 inh
N#CCCN(Cc1cccnc1)C(=O)Nc1cccc(Cl)c1	8	-6	0	14	-5	1	1	0
C=CCn1c(CNS(=O)(=O)c2ccc(F)cc2)n[nH]c1=S	-13	-16	-6	-4	-8	3	0	-3
Nc1nc(NC(=O)Cc2ccccc2)nn1-c1ccccc1	6	-7	-9	14	-3	2	-2	3
COc1ccc(NC(=O)CC2SC(=Nc3ccccc3)NC2=O)c(OC)c1 (stereo not drawn)	2	8	-11	6	4	3	-5	2
CCOc1ccc(OCC)c(NC(=O)CSCCc2ccccn2)c1	82*	9	-14	26	2	2	-4	10
COc1cccc(CCc2nnc(CCC(=O)NCCc3cccc(C)n3)o2)c1	-15	4	-1	2	-4	2	-5	4
CCN(CC(=O)NCc1cccs1)C(=O)CCCOc1ccccc1	-4	8	19	-6	1	-2	-1	7
COc1ccc(CNC(=O)C2CCCN2C(=O)NC2CCCCC2)cc1 (stereo not drawn)	7	-13	8	20	-7	3	-8	-1
Cc1nn(Cc2ccc(Cl)cc2)c(C)c1NC(=O)c1c(-c2ccccc2)noc1C	-3	3	14	21	-1	0	-5	9
COc1ccc(C)cc1NC(=O)CN1CCN(CC(=O)Nc2ccccc2F)CC1	9	3	14	17	-2	2	-1	7
CN(Cc1cccc2cnccc12)C(=O)c1cc(COc2ccc(F)cc2Cl)on1	-16	-7	15	8	-1	1	-2	5
Cc1ccc(-c2nc3sc4c(c3c(=O)n2N)CCCC4)cc1	72*	54*	-8	-30	36	1	-6	9
Cc1cccc(NS(=O)(=O)c2ccc3c(c2)NC(=O)CC(=O)N3)c1	-6	-4	9	10	-8	-1	-10	-4
CCCCCN(C(=O)CCC(=O)OCCOc1ccccc1Cl)c1c(N)n(CCCC)c(=O)[nH]c1=O	-7	-7	13	6	-2	2	-4	0
CCCCc1nc(SCC(=O)N2CCCC2)c2c(=O)n(C)c(=O)n(C)c2n1	-6	-3	13	5	6	2	-7	2
Cc1ccc(CNC(=O)Cn2cccc2C(=O)c2ccccc2)cc1	-10	0	14	23	-4	0	1	2
CCOC(=O)C1=C(C)NC(C)=C(C(=O)OCC)C1c1ccccc1/C=C/C(=O)OC(C)(C)C	-2	-4	22	x	4	x	-7	20
CSc1nc2cc(S(=O)(=O)N3CCCCC3)ccc2s1	13	-2	10	12	3	2	-3	7
O=C(c1ccc2n[nH]nc2c1)N1CCN(c2ccc(C(F)(F)F)cn2)CC1	-14	3	5	-10	-11	2	-1	-3
CC(C)(C)c1ccc(OCCC(=O)NCC(c2cccs2)N2CCOCC2)cc1 (stereo not drawn)	-27	12	6	6	-9	-1	-11	-4
O=C(O)c1ccc(N2C(=O)/C(=C/C=C/c3ccccc3)SC2=S)cc1	6	2	-9	13	1	7	-7	-10
C=CCc1c(C)nc2c(C)cccc2c1SC(=N)N	-13	4	-7	7	2	0	1	3
CCNS(=O)(=O)c1ccc(NC(=S)NCc2ccco2)cc1	-18	-4	14	-3	-10	-8	-7	2
CC(C)CC(NC=C1C(=O)OC(C)(C)OC1=O)C(=O)O (stereo not drawn)	0	-3	8	27	-6	-1	1	4
COc1c(C)cc(C(=O)C2CCCN(C(=O)c3ccc4[nH]ccc4c3)C2)cc1C (stereo not drawn)	15	9	10	9	2	1	-14	0
COc1ccccc1C(=O)N/C(=C\c1cn(S(=O)(=O)N(C)C)c2ccccc12)C(=O)N1CCCCC1	-16	-9	23	-39	-7	-2	-7	14
Cc1oc(-c2cccc(Cl)c2)nc1CN1CCC(C(=O)N2CCN(c3ccccc3F)CC2)CC1	-4	0	39	16	-5	1	-2	31
Cc1ccc(N2C(=O)CSC2c2cccnc2)c(Cl)c1 (stereo not drawn)	-7	-4	-19	14	-3	1	-2	9
CCc1ccc(NC(=O)CCC(=O)c2ccccc2)cc1	-28	-8	9	23	-19	1	-3	-10
Cc1c(NC(=S)NC(=O)c2cc3ccccc3o2)c(=O)n(-c2ccccc2)n1C	-19	3	5	26	0	1	-4	-4

Screening data (PubChem BioAssay)
